# ALOX12 inh = ALOX12 (human) lipoxygenase inhibition | P18054 | purified 12hLO, xylenol orange hydroperoxide absorbance | Potency, µM (highest dose often 108 µM), without a hit: top-dose activity change, negative = inhibition, hits mostly inhibitors | hit rate 1.1% among 580,000 | AID 1671190; active = well fitted inhibition curve with a large enough effect; inconclusive = small, poorly fitted or top-dose-only effect, or another doubt; inactive = no such curve, though single readings can be large or run the other way
# Target sequence (P18054 whole entry, looked up): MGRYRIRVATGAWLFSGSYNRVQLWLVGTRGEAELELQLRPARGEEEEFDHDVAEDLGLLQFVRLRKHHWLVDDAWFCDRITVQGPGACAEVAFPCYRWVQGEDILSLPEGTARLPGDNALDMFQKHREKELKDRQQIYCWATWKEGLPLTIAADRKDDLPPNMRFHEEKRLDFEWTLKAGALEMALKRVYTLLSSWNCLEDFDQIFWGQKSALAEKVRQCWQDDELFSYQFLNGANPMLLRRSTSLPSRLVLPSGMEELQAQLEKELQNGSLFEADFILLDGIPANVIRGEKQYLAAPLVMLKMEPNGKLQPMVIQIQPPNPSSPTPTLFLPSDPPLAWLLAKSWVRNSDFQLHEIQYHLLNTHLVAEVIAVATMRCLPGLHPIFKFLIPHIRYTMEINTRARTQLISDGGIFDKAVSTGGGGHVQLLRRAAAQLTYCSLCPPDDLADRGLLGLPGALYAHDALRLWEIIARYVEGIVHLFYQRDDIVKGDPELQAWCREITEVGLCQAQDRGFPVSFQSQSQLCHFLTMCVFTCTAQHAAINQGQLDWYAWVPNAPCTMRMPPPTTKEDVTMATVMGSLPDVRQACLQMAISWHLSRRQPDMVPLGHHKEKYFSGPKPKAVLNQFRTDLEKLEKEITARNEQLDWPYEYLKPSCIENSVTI
#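 Purified human 12hLO (150 nM final) in 25 mM Hepes, 0.01% Triton X-100, pH 7.0 was preincubated 15 min at room temperature with compound. Then 40 uM arachidonic acid was added, 30 min. Hydroperoxide was read by Fe-XO absorbance ratio 573/405 nm.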
# Active calls of the source: *; u = inconclusive; [ ] = remark or other dose. % is set by controls: 0 for no effect and ±100 for the full control effect; potency is the fitted concentration of half-maximal effect.
ALOX12 inh | Compound
u | Cn1cc(C2Nc3ccccc3C(=O)N2c2ccc(Cl)cc2)c(=O)n(C)c1=O (configuration not stated)
0.4% | Cc1cc(C(=O)NCC2CCCCC2)c2ccccc2n1
4.5% | Cc1ccccc1CN(C)C(C(=O)NC1CC1)c1ccccc1 (configuration not stated)
-45.4% | COc1ccc2c(c1)c(C(C(=O)O)N1C[C@H](C)C[C@H](C)C1)cn2CC(=O)O (some centres not stated)
45.3%[activator] | COCCc1nncn1C1CCN(S(=O)(=O)c2ccc(F)c(F)c2)CC1
-0.6%[176 µM] | Cc1noc(C)c1S(=O)(=O)N[C@@H]1C[C@H](Cn2cc(C3CC3)nn2)[C@@H](O)[C@H]1O
-1.8% | Cc1ccc(-c2noc(CNC(=O)CN(C)S(=O)(=O)c3ccc(Cl)cc3)n2)cc1
18.7% | CC1CCN(C(=O)c2ccccc2OCC2CCCNC2)CC1 (configuration not stated)
-26.3% | Cc1ccccc1C(=O)N1CC=C(c2c[nH]c3ccccc23)CC1
0.3% | COc1cccc(CC(=O)N2CCN(C(=O)c3nnn4c3COC(c3ccccc3)C4)CC2)c1 (configuration not stated)
26.6% | O=C(C1CCC1)N1CCC(n2cnnc2C2CC2)CC1
48.9%[activator] | CN1CCC(OC2CCN(C(=O)c3ccc(F)cc3F)CC2)CC1

# Three structures out of the list, sorted by number of heavy atoms, highest first:
ALOX12 inh | Compound
0.3% | COc1cccc(CC(=O)N2CCN(C(=O)c3nnn4c3COC(c3ccccc3)C4)CC2)c1 (configuration not stated)
48.9%[activator] | CN1CCC(OC2CCN(C(=O)c3ccc(F)cc3F)CC2)CC1
18.7% | CC1CCN(C(=O)c2ccccc2OCC2CCCNC2)CC1 (configuration not stated)

# The list goes on:
ALOX12 inh | Compound
33.5%[activator] | CCOC(=O)C1(Cc2ccc(F)cc2)CCCN(C(=O)c2ccc(C)s2)C1 (configuration not stated)
74.2%[activator] | O=C(O)[C@@H]1CN(C(=O)CCc2cccc(Cl)c2)C[C@H]1c1cccc(F)c1
u | COc1ccc(Br)cc1C(=O)Nc1c(NCc2ccccc2)c2ccccc2oc1=O
u | CCc1ccc(C(C(=O)NC2CCCCC2)N(C(=O)c2cnccn2)c2cccs2)cc1 (configuration not stated)
-13.2% | Nc1cc(Cl)ccc1Sc1ccccc1
1.8%[176 µM] | c1coc(-c2ccnc(N[C@H]3CO[C@H]4[C@@H]3OC[C@@H]4NCC3CCCCC3)n2)c1
12.5% | Cc1cc(C(=O)NCC2CCC3(CCN(Cc4ccc(-c5ccccc5)cc4)CC3)O2)n(C)n1 (configuration not stated)
3.6% | COc1cc(NC(=O)c2ncoc2-c2cccs2)cc(OC)c1
u | CC1C(OC(=O)c2ccc(CS(C)(=O)=O)cc2)CC2CC1C2(C)C (configuration not stated)
4.5% | CCOc1cc(=O)n2c(c1C(=O)Nc1cc(OC)c(Cl)cc1OC)CCCC2
-52.1% | C=CCSC1=N/C(=C\c2cccc(OC)c2)C(=O)S1
3.1%[57.4 µM] | O=C(c1csnn1)N1CCC2(CC1)CCN(c1ccncc1)CC2
16.1% | COc1ccc(-c2noc(Nc3ccc(C)c(C)c3)n2)cc1
-1.9%[176 µM] | O=C1NC2(CCN(Cc3ccccc3)C2)Oc2ccccc21 (configuration not stated)
-14.6% | O=C(NCCc1ccc(O)c(Br)c1)c1ccc(Br)o1
u | Cc1cnc(C(=O)Oc2ccc3oc4ccccc4c3c2)cn1
54.3%[activator][176 µM] | CN(C)c1ccc(CN(C)C2CCOc3ccccc32)cc1 (configuration not stated)
35.3%[activator] | Cn1cc(C(=O)N2CCC(c3noc(-c4ccccc4)n3)C2)cn1 (configuration not stated)
-23.0% | CN(CC(=O)NC(C)(C)C)C(=O)c1cc2ccc(Br)cc2[nH]1
-1.3% | Cc1cc(=O)oc(C)c1C(=O)OCC(=O)NCC1CCCO1 (configuration not stated)
-25.9% | O=C(c1nnc(COc2ccc3c(c2)OCO3)n1Cc1ccccc1)N1CCC[C@@H]1c1ccc(Br)cc1
u | O=C(c1ccc(CC2CCNCC2)cc1)N1CCCC1
8.8%[57.4 µM] | COc1ccc(C(=O)N2CCC[C@@]3(CCN(C(=O)Nc4ccccc4)C3)C2)cc1
247.7%[activator] | c1ccc([C@@H]2CN(C3CCOCC3)C[C@H]2COc2cccnc2)nc1
42.8%[activator] | Cc1cccc(C(=O)NC2CCN(c3cc(-c4cccs4)[nH]n3)CC2)c1
-38.0% | Nc1nc2ncccn2c1-c1ccc(F)c(F)c1
44.4%[activator] | CN(CC1CCOC1)S(=O)(=O)c1ccccc1Cl (configuration not stated)
-22.2% | O=C(O)C(c1c[nH]c2ccccc12)N1CCN(Cc2cccs2)CC1 (configuration not stated)
75.4%[activator] | COC1C(=O)N(C2CCN(S(=O)(=O)c3cccnc3)CC2)C12CCOCC2 (configuration not stated)
11.3% | CS(=O)(=O)N(C1CCOCC1)C1CN(C(=O)c2cncc(Br)c2)C1
7.4% | COc1ccc(C(=O)Nc2ccc3oc(=O)ccc3c2)c(OC)c1
1.7% | CC(=O)Nc1ccc(-c2c(-c3ccccc3)ncn2Cc2ccnc(C)c2)cc1
-28.9%[176 µM] | CC(C)(C)CC(=O)Nc1ccc([C@@H](O)[C@H]2COCC(=O)N2Cc2ccccc2F)cc1
11.4% | CCn1ccc2sc(C)c(C(=O)N3CCCCC3)c2c1=O
48.8%[activator] | CCCC1c2nccn2CCCN1C(=O)c1cn2ccccc2n1 (configuration not stated)
-29.5% | Cc1cccc(COC[C@H](Cc2ccccc2)N2CCN(C(=O)c3cc(Cl)cc(Cl)c3)CCC2=O)c1
-46.5% | N/C(=C\C(=O)/C=C/c1ccccc1)C(Cl)(Cl)Cl
-8.1% | COC(=O)c1ccn(Cc2c(Cl)cccc2Cl)n1
-2.5% | COc1ccc(CCNC(=O)CCc2nc(CS(=O)(=O)c3ccc(Cl)cc3)no2)cc1OC
-36.5% | CN(C)CC(=O)NC(=O)NCc1ccccc1
u | CCC(=O)c1cc2c(cc1NC(=O)c1ccco1)OCCO2
u | CN(C)CCCC(=O)N1Cc2ccccc2CC2(CCCCN2Cc2ccccc2)C1 (configuration not stated)
-27.1% | COc1ccc(CNC(=O)C(=O)Nc2cccc(C)c2)cc1
31.9% | COC(=O)c1ccc(NC(=O)COc2ccc3c(C)cc(=O)oc3c2)cc1
u | Cc1cccc(C(=O)NC(c2ccc(Cl)cc2)C2CC2)c1 (configuration not stated)
9.0% | Cc1cc(C)cc(NC(=O)CSc2ncnc3ccccc23)c1
7.9% | CCc1ccc(C(=O)NC2CCN(c3cc(-c4ccc(OC)cc4)[nH]n3)CC2)cc1
20.2% | O=C(NC1CCCN(c2cc(-c3ccc(Cl)cc3)[nH]n2)C1)c1cccs1 (configuration not stated)

# 4 of the entries above in order of the ALOX12 inh value, largest number first:
ALOX12 inh | Compound
-1.3% | Cc1cc(=O)oc(C)c1C(=O)OCC(=O)NCC1CCCO1 (configuration not stated)
-13.2% | Nc1cc(Cl)ccc1Sc1ccccc1
-45.4% | COc1ccc2c(c1)c(C(C(=O)O)N1C[C@H](C)C[C@H](C)C1)cn2CC(=O)O (some centres not stated)
-46.5% | N/C(=C\C(=O)/C=C/c1ccccc1)C(Cl)(Cl)Cl

# Carrying on:
ALOX12 inh | Compound
u | COc1cc(OC)c2c(C)c(CC(=O)Nc3ccc4c(c3)OCCO4)c(=O)oc2c1
0.5% | Cc1ccc(S(=O)(=O)N(C)C(C)c2cc3ccccc3o2)cc1C (configuration not stated)
32.6% | COc1ccc(CN2CCN(c3ncnc4c3CCC4)CC2CCO)c(C)c1C (configuration not stated)
-29.9% | CN(CC(=O)NC1(C#N)CCCC1)c1ccccc1
-4.7% | Cn1ncnc1CCNC(=O)C1CCN(C(=O)C2CCC2)CC1
u | O=C1Nc2ccccc2CNC12CCN(Cc1ccc(Cl)cc1)CC2
-6.2% | COc1ccc2c(C)c(CCC(=O)NCc3ccccc3)c(=O)oc2c1C
20.3% | O=C(c1cccc(Cl)c1)N1CCN(c2cc(-c3ccc(Cl)cc3)[nH]n2)CC1
4.7% | COc1cc(C(=O)Nc2cnc3ccccc3c2)ccc1OC(F)F
u | Cc1cc(=O)oc2cc(OC(=O)COc3ccc4ccccc4c3)ccc12
24.5% | CNC(=O)[C@@H]1CN(C(=O)c2cc(C)n(CCOC)c2C)C[C@H]1c1n[nH]c(C)n1
-21.1% | Cc1cc2nc(CSCC(=O)Nc3ccccc3)cc(=O)n2o1
10.6% | Cn1c(Cn2cccn2)nnc1C1CC(Nc2ncnc3sccc23)C1 (configuration not stated)
44.8% | CC(O)CN1CC2(CCC1=O)CCN(CCCn1ccnc1)CC2 (configuration not stated)
3.9% | Cc1ccn2c(=O)cc(CSc3ccccc3NS(=O)(=O)c3ccc(C(C)C)cc3)nc2c1
15.4% | COc1ccc(C2CC(=O)NC3=C2C(=O)CC(C)(C)C3)cc1 (configuration not stated)
4.8% | O=C(c1cc(=O)[nH]c(=O)[nH]1)N1CCc2onc(-c3ccccc3F)c2C1
-25.1% | O=C(CN1CCN(c2ccccc2)CC1)NC(=O)NCC(F)(F)F
9.3% | Cc1ccc(C(=O)NCC(C)C)cc1N
-17.4% | CCCc1c(-c2cccc(F)c2)ncn1Cc1ccccc1OC
88.0%[activator][176 µM] | CN(C)c1ccc(CN2Cc3[nH]cnc3C[C@H]2c2nc(-c3ccncc3)no2)cc1
u | N#Cc1ccccc1CNc1ccc(F)cc1Cl
36.7%[activator] | CC(C)N1CCCC(CNC(=O)CCc2ncc(-c3ccccc3)o2)C1 (configuration not stated)
u | CCCOC(=O)c1ccc(NC(=O)NC(c2cccc(F)c2)c2nccn2C)cc1 (configuration not stated)
-11.3% | COC(=O)[C@]12C[C@H](CC(=O)NCc3cccc(C(F)(F)F)c3)C(=O)N(Cc3ccccc3)C1=C[C@H](C1CCCC1)O[C@@H]2C
6.5% | CONC(=O)C(NC(=O)C12CC3CC(CC(C3)C1)C2)C(C)C (configuration not stated)
8.5% | O=C1Nc2ccc(-c3cccc(C(F)(F)F)c3)cc2C(=O)N2CCN(C(=O)C3CCNCC3)C[C@H]12
u | CC(=O)c1ccc(N2CCN(C(=O)c3cc4c(-c5ccc(Cl)cc5)nn(C)c4s3)CC2)cc1
u | Cc1cccc(NC(=O)Cn2c(-c3ccc(Cl)cc3)nc(C)c(CCO)c2=O)c1C
95.4%[activator][176 µM] | CC(C)CNc1ccc2c(n1)C(C)(C(=O)N1CCC1)CN(Cc1ccccc1)C2 (configuration not stated)
3.0% | N#Cc1nc(-c2ccc(S(=O)(=O)N3CCOCC3)cc2)oc1NCCCn1ccnc1
18.3%[176 µM] | C=CCNC(=O)N[C@H]1[C@H](O)[C@@H](N2CCC(Cc3ccccc3)CC2)[C@@H]2OC[C@H]1O2
13.0% | CCn1cnnc1-c1nn(C)c2c1CN(C(=O)c1nn(C)c3ccccc13)CC2
-15.6% | O=[N+]([O-])c1cccc(OC[C@@H](O)CN2CCC(C(O)(c3ccccc3)c3ccccc3)CC2)c1
u | COC(=O)c1ccc(C2C(c3ccc(C)cc3)=C(O)C(=O)N2CCc2ccccc2)cc1 (configuration not stated)
u | O=C(Nc1c(-c2ccc(F)cc2)nc2sccn12)c1cccc(S(=O)(=O)N2CCOCC2)c1
29.2%[176 µM] | CCCc1nnc(C[C@@H]2C[C@@H](C(C)C)[C@H](CO)C=C2C)o1
1.2% | Nc1ncnc2c1ncn2[C@@H]1O[C@H](C(=O)N[C@@H](CCc2ccccc2)C(=O)N2CCN(C(=O)C(F)(F)F)CC2)[C@@H](O)[C@H]1O
99.5%[activator] | CCCc1ccc(CN2CCCC(O)(CN(C)C)C2)o1 (configuration not stated)
2µM* | CSc1ccc(/C=N/Nc2ccc(Cl)c(Cl)c2)cc1
13.3% | CN1CCN(c2nc3c(c(=O)[nH]2)CCN(Cc2cc(Cl)ccc2F)CC3)CC1
u | Cc1ccc(CN2CC(C(=O)N(C)CC(=O)Nc3ccc(Br)cc3C)CC2=O)cc1 (configuration not stated)
30.2%[activator] | CCCc1ccc(C(=O)C(C)OC(=O)c2c(OC)cccc2OC)cc1 (configuration not stated)
1.0% | COc1ccc(CCNc2ncnc3c2CN(C2CCCC2)C(=O)CN3C)cc1
u | Cc1ccc(C(=O)c2c(C)c(CCC#N)n3ccccc23)cc1C
-16.6% | COc1ccc(C(C)=O)c(OCc2cc(OC)c(Br)cc2OC)c1
u | O=C(Cc1ccccc1)Nc1ccc2n(c1=O)C[C@H]1C[C@@H]2CN(S(=O)(=O)c2ccc(Cl)cc2)C1
-14.3% | COCc1ccc(CNC(=O)CC(C)(C)C)cc1

# An excerpt of these results, tab-delimited:
Compound	ALOX12 inh
COC1C(=O)N(C2CCN(S(=O)(=O)c3cccnc3)CC2)C12CCOCC2 (configuration not stated)	75.4%[activator]
CCCC1c2nccn2CCCN1C(=O)c1cn2ccccc2n1 (configuration not stated)	48.8%[activator]
O=C(Nc1c(-c2ccc(F)cc2)nc2sccn12)c1cccc(S(=O)(=O)N2CCOCC2)c1	u
Cc1cccc(C(=O)NC2CCN(c3cc(-c4cccs4)[nH]n3)CC2)c1	42.8%[activator]
C=CCNC(=O)N[C@H]1[C@H](O)[C@@H](N2CCC(Cc3ccccc3)CC2)[C@@H]2OC[C@H]1O2	18.3%[176 µM]
Cc1ccn2c(=O)cc(CSc3ccccc3NS(=O)(=O)c3ccc(C(C)C)cc3)nc2c1	3.9%

# Following part:
ALOX12 inh | Compound
-9.2% | O=C(Nc1cccc(CO)c1)c1cn(Cc2ccccc2)nc1-c1ccc(Cl)cc1
u | C=CCNC(=O)C[C@@H]1CCN(C(=O)Nc2cccc(C(=O)OCC)c2)C[C@@H]1CC
u | O=C(C1CC1)N1c2nc(-c3ccco3)nn2C2(CCCCC2)[C@@H]2CCCC[C@@H]21
u | O=C(c1ccc2c(c1)OCO2)N1CCC2(CC1)NC(=O)N(c1cccc(F)c1)N2
-1.3% | CC(Cl)C(=O)Nc1ccccc1C(C)C (configuration not stated)
41.6% | Cc1nc([C@H]2CCNC[C@H]2NC(=O)C2CC2)n[nH]1
-29.8% | CC(=O)NCCNc1ncncc1-c1ccccc1C(F)(F)F

# This is a subset, so the mix of outcomes need not match the whole.
